TAAR1 antag = human TAAR1 antagonists, primary screen, Fluo-8 calcium fluorescence, CHO RD-HGA16 cells. Trace amine-associated receptor 1 (Homo sapiens), Q96RJ0. antagonist. inhibition, % at 3 µM. hit rate 1.5% among 360,000. AID 624466, 2012;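 active = inhibition above a per-plate cutoff, the mean inhibition of test compounds on that plate plus 3 SD, cut at about 49% in these data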;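 also: 0% = DMSO plus EC80 beta-PEA response and 100% = DMSO alone without agonist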
Target sequence (Q96RJ0 whole entry, looked up): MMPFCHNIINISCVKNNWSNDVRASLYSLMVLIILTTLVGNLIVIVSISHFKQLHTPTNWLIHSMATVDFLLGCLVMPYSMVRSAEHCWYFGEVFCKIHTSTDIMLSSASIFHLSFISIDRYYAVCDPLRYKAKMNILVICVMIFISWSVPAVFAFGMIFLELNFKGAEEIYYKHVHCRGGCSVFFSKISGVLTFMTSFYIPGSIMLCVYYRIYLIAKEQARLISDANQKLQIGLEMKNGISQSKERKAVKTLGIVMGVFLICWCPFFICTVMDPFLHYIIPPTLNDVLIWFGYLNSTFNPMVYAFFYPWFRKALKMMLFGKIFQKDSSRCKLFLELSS
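Test system – hTAAR1-expressing CHO RD-HGA16 cells, Gα16-coupled · Also added – β-PEA at EC80 concentration, post-compound challenge · Compound – 3 µM, single point · Incubation – dye loading 75 min at 37 °C, then 30 min room temperature · Measured by – Fluo-8 intracellular calcium dye fluorescence, real-time kinetic reads · Benchmarks – vehicle and agonist controls · Replicates – singlicate, one well per test compound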
CHO-K1 Ca antag = counter-screen for M1 antagonists: effect in parental CHO-K1 cells; ATP-induced calcium, Fluo-8 fluorescence; inhibition, % at 3 µM; hit rate 0.6% among 360,000; AID 602250;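 active = inhibition above a per-plate cutoff, the plate's mean sample inhibition plus 3 SD, cut at about 24% in these data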;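 also: 0% = DMSO plus EC80 ATP and 100% = DMSO alone without ATP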
CHRM1 PAM = human M1 muscarinic receptor positive allosteric modulators, primary screen, CHO-K1 cells, Fluo-8 calcium fluorescence, 1536-well. Muscarinic acetylcholine receptor M1 (Homo sapiens), P11229. CHO-K1 hM1, ACh EC20; 0% = ACh EC20, 100% = maximal ACh. hit rate 0.088% among 360,000. AID 588819, 2011. activation, % at 3 µM; in the data active = activation above about 19%, passing the limit was not always enough
Target sequence (P11229 whole entry, looked up): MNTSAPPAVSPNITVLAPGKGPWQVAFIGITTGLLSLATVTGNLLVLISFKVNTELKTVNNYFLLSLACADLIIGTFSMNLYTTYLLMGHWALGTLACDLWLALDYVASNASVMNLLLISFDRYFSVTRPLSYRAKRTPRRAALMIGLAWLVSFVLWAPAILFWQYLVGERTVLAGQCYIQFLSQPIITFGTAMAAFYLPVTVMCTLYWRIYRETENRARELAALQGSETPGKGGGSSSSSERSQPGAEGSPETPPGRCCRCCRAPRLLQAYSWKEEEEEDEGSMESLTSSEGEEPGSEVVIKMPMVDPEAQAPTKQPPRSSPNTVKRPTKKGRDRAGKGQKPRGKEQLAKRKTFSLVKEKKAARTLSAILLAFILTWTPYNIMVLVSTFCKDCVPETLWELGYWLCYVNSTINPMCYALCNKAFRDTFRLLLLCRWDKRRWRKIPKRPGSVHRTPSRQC
M1 PAM parental = nonselective calcium activators in parental CHO-K1 cells, primary screen, counter-screen for M1 PAM project, cell-based, Fluo-8 calcium fluorescence, full deck, 1536-well | ATP EC20; 0% at ATP EC20, 100% at ATP max | activation, % at 3 µM | hit rate 0.02% among 360,000;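 active = activation above the run cutoff, the mean activation of all test compounds plus 3 SD, cut at about 40% in these data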;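 also: peak over basal fluorescence ratio in a 140 s read after ATP addition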
M1 ag parental = counter-screen for M1 agonists: effect in parental CHO-K1 cells; activation, % at 3 µM; hit rate 0.48% among 360,000; AID 602248, 2012; Fluo-8 calcium fluorescence; scaled to maximal ATP response, vehicle zero; in the data active = activation above about 15%;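 also: untransfected CHO-K1 host cells lacking M1 receptor as counterscreen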
M1 ag = human M1 muscarinic receptor agonists, primary screen, Fluo-8 calcium fluorescence, CHO-K1 cells, HTS. Muscarinic acetylcholine receptor M1 (Homo sapiens), P11229. CHO-K1 hM1, agonist mode; 0% DMSO, 100% acetylcholine EC100. activation, % at 3 µM. hit rate 0.33% among 360,000. AID 588814, 2011;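 active = activation above the run's mean compound activation plus 3 SD, cut at about 16% in these data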;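 also: peak over basal fluorescence ratio within a 140 s kinetic read after compound addition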
TAAR1 agonist = human TAAR1 agonists, primary screen, Fluo-8 calcium fluorescence, CHO RD-HGA16 cells | Trace amine-associated receptor 1 (Homo sapiens), Q96RJ0 | vehicle wells 0%, saturating PEA agonist 100% | activation, % at 3 µM | hit rate 0.99% among 360,000;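 active = activation above the mean activation of all test compounds in the run plus 3 SD, cut at about 38% in these data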
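System: CHO-derived RD-HGA16 cells with stable Gα16 and human TAAR1. Times: 17-24 h plating, Fluo-8 75 min 37 °C, 30 min RT. Measured by: calcium-sensitive Fluo-8 signal, excitation 470-495, emission 515-575 nm. Read-out basis: % activation relative to PEA EC100 response. Control set: DMSO and PEA EC100. Repeats: no replicates (n 1).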
CHO parental Ca = ATP-evoked calcium signal inhibitors, parental CHO, primary screen, counter-screen for OX1R antagonist project, cell-based, fluorescence, Fluo-8 calcium dye; AID 463079, 2010; inhibition, % at 5.6 µM; parental CHO-K1, ATP-induced calcium, Fluo-8 fluorescence; hit rate 0.63% among 330,000;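 active = inhibition above that plate's mean sample inhibition plus 3 SD, cut at about 26% in these data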;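 also: 0% = ATP-challenged DMSO wells and 100% = DMSO wells without ATP; some compounds past the cut are filed as inactive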
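Test system: untransfected parental CHO cell line; also added: ATP stimulus; dosing: 5.6 µM, single dose; signal: calcium-sensitive Fluo-8 fluorescence; measure: percent inhibition of ATP-evoked calcium rise, normalized to controls; benchmarks: low control ATP plus DMSO, high control DMSO only; replication: one well per compound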
M1 antag = human M1 muscarinic receptor antagonists, primary screen, CHO-K1 cells, Fluo-8 calcium fluorescence, 1536-well | Muscarinic acetylcholine receptor M1 (Homo sapiens), P11229 | CHO-K1 hM1, ACh EC80 antagonist | inhibition, % at 3 µM | hit rate 1.3% among 360,000 | AID 588852, 2011;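 active = percent inhibition above its own plate's cutoff, namely the mean of that plate's compound wells plus 3 SD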;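 also: peak over basal fluorescence ratio during 140 s after agonist addition; 0% = ACh EC80 plus DMSO and 100% = DMSO alone without agonist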
* marks the source's active call; other numbers are inactive results; · = not tested or not shown. Outcome played no part in choosing rows; 4.4% or so of the library scored in one or more.

SMILES | TAAR1 antag | CHO-K1 Ca antag | CHRM1 PAM | M1 PAM parental | M1 ag parental | M1 ag | TAAR1 agonist | CHO parental Ca | M1 antag
Cc1ccc(C(=O)N2CCCC(Nc3ccc(C)c(C)c3)C2)c(=O)[nH]1 (stereo not drawn) | -11 | -3 | -3 | 11 | -0.1 | -1 | 1 | -9 | 14
CC(C)Cc1ccc(/C(=N/O)C(=O)O)s1 | 19 | -9 | 2 | 4 | 0.1 | -2 | 10 | -4 | -28
CCOC(=O)c1cnn(-c2ccccc2)c1-n1cccc1C(=O)C(=O)N(CC)CC | 9 | -8 | 7 | 16 | 0.6 | -1 | 5 | -12 | -2
COc1ccc(CN2CN(S(=O)(=O)c3ccccc3)c3nc4ccccc4nc32)cc1 | -65 | -9 | -6 | -5 | 1.1 | -2 | 8 | -17 | 14
Cc1ccc(Sc2ccc(C(=O)NC(C)C)cc2[N+](=O)[O-])cc1 | -5 | 14 | -3 | -7 | -0.5 | 0 | 5 | -14 | -16
C=CCOC(=O)C1=C(C)N=C2SCCC(=O)N2C1/C=C/c1ccccc1OC (stereo not drawn) | -10 | -2 | 3 | 8 | -0.1 | -1 | 3 | -26 | -5
NCCCC[C@@H](C(=O)N1CCNCC1)n1cc([C@@H](N)CC(N)=O)nn1 | 2 | -12 | 10 | 22 | 1.5 | -2 | 6 | -10 | -9
CC(C)CC1NC(=O)N(CC(=O)N(C)C2CCCCC2)C1=O (stereo not drawn) | -1 | -13 | 15 | 2 | 0.0 | -3 | 6 | -4 | -13
CCCCn1c(N)c(N(CCC(C)C)C(=O)c2ccc3ccccc3c2)c(=O)[nH]c1=O | -6 | -8 | 2 | -10 | -0.1 | -5 | 3 | -8 | 11
O=C(c1ccccc1F)N1CCN(c2ccc([N+](=O)[O-])c(NCc3cccnc3)c2)CC1 | 30 | -1 | -3 | -4 | 3.7 | -5 | 6 | -36 | -1
Cc1ccc(S(=O)(=O)N2[C@@H](c3ccccc3)C(C(=O)O)=CC[C@H]2c2ccc3c(c2)OCO3)cc1 | 3 | -2 | -2 | -9 | -0.4 | -5 | 1 | -9 | 8
COc1cc(/C=C(\CC(=O)O)c2nc3ccccc3s2)ccc1OCC(=O)Nc1ccccc1F | 2 | -17 | 11 | 10 | 0.4 | -4 | -3 | · | -12
CC1CCc2sc(C(=O)OCC(=O)NCc3ccc(F)cc3)cc2C1 (stereo not drawn) | 4 | -9 | 8 | 20 | 0.1 | 0 | -1 | -9 | -6
COc1ccc(CCNC(=O)CSc2nc3[nH]ncc3c(=O)n2-c2ccccc2Br)cc1OC | 11 | -9 | 9 | 16 | 0.4 | -1 | 2 | 5 | 0
COC(=O)c1ccc(CSc2ncnc3c2nnn3-c2ccc(F)cc2)o1 | 21 | -8 | 4 | 17 | 0.0 | -3 | 6 | 1 | -8
CCOc1cc2[nH]c(=O)n(CCC(=O)NCc3ccc(OC)cc3)c(=O)c2cc1OCC | 1 | -4 | 7 | -3 | 0.4 | -1 | -2 | -4 | -17
CCOC(=O)Nc1ccc2c(CN3CCN(S(=O)(=O)c4ccccc4F)CC3)cc(=O)oc2c1 | 48 | 1 | -3 | 12 | 5.0 | -3 | 5 | · | 6
Cc1ccc(CN2CCNC(=O)C2CC(=O)NCCCn2ncc3ccccc32)o1 (stereo not drawn) | 0 | -8 | 12 | 7 | 0.3 | -2 | 2 | · | -12
CC1(C(=O)NS(=O)(=O)C2CC2)CCCN(C(=O)c2cc3ccccc3s2)C1 (stereo not drawn) | -3 | -6 | 10 | -4 | -0.4 | 0 | 0 | · | -4
CN1C(=O)CC(N2CCN(Cc3ccc(Cl)cc3)CC2)C1=O (stereo not drawn) | -18 | -4 | -3 | -1 | 0.3 | -5 | 8 | -6 | 13
NS(=O)(=O)c1ccc(Sc2ccccn2)c([N+](=O)[O-])c1 | -9 | 1 | 1 | 0 | 2.0 | 0 | 2 | -6 | -7
CS(=O)(=O)N(CC(=O)N1CCN(c2ccccc2F)CC1)C1CCCCC1 | 16 | 15 | -1 | -3 | 1.2 | -4 | 1 | -5 | 2
O=C(Nc1ccccc1N1CCOCC1)c1ccc2ccccc2c1 | 25 | -2 | 1 | 9 | 1.2 | -4 | 8 | -37 | -2
O=c1c2ccccc2[nH]c(=S)n1CCCN1CCOCC1 | -14 | 2 | 5 | 18 | 2.7 | -1 | 2 | -12 | -25
c1ccc2[nH]c(NCc3ccc4c(c3)OCO4)nc2c1 | 14 | 3 | 2 | -1 | 0.6 | -14 | 15 | -6 | -2
COc1ccc(C2C(C(=O)NCCN(C)C)c3cc(OC)c(OC)cc3C(=O)N2C)cc1OC (stereo not drawn) | 10 | -5 | 2 | 2 | 0.2 | -4 | 0 | -16 | 3
O=C(NCCO)c1ccc2c3n(nc2c1)-c1ccc(Cl)cc1CO3 | 3 | -4 | -2 | 12 | 0.4 | -8 | 9 | -5 | 1
O=C(c1cccs1)N1CCN(S(=O)(=O)c2cccs2)CC1 | -7 | -7 | 0 | 13 | 1.0 | -4 | 1 | 1 | -2
O=C(O)CN(c1ccccn1)S(=O)(=O)c1ccc(Cl)cc1 | -19 | -10 | 9 | 20 | -0.1 | -2 | 2 | -1 | -24
NC1=NC(=O)/C(=C/c2cccc(F)c2)S1 | 0 | -7 | 3 | 3 | 1.2 | -3 | 1 | -12 | 5
COc1ccc(CC(=O)Nc2cc(S(=O)(=O)N3CCOCC3)ccc2N2CCOCC2)cc1OC | -18 | 4 | 6 | 1 | -0.3 | -1 | 4 | · | 1
Cc1ccc(C)c(NC(=O)COC(=O)c2ccc3ccccc3n2)c1 | 17 | -6 | 1 | -9 | 0.5 | -3 | 11 | -20 | 0
COc1ccc(/C=N/NC(=O)c2[nH]ncc2Br)c(OC)c1 | -4 | 9 | 1 | -9 | 0.3 | -2 | 9 | -19 | -2
CSc1nc(S(=O)(=O)c2ccc(C)cc2)c(Cl)s1 | -14 | 1 | 1 | -5 | 0.2 | -8 | -2 | -6 | -1
CCCCc1cc(=O)oc2cc(C)cc(OCC(=O)NCC3CCC(C(=O)O)CC3)c12 (stereo not drawn) | 7 | 7 | -8 | -13 | 0.2 | -3 | 1 | -8 | 13
CCOc1cc(/C=C2/NC(=S)NC2=O)ccc1OCc1ccc([N+](=O)[O-])cc1 | 0 | -21 | -7 | 4 | 0.5 | -2 | 1 | -14 | 12

Part of the list above, with values under each structure.
Results follow in this order: TAAR1 antag	CHO-K1 Ca antag	CHRM1 PAM	M1 PAM parental	M1 ag parental	M1 ag	TAAR1 agonist	CHO parental Ca	M1 antag
> CSc1nc(S(=O)(=O)c2ccc(C)cc2)c(Cl)s1
→ -14	1	1	-5	0.2	-8	-2	-6	-1
> CCOc1cc(/C=C2/NC(=S)NC2=O)ccc1OCc1ccc([N+](=O)[O-])cc1
→ 0	-21	-7	4	0.5	-2	1	-14	12

The listing continues.
SMILES | TAAR1 antag | CHO-K1 Ca antag | CHRM1 PAM | M1 PAM parental | M1 ag parental | M1 ag | TAAR1 agonist | CHO parental Ca | M1 antag
Cc1nn(C)c(C)c1/C=N/O | 11 | -14 | 5 | 16 | 0.3 | -2 | 4 | -8 | -7
CC1CN(c2ccc(Oc3ccccc3)cc2)c2nc3c(c(=O)n(CC(N)=O)c(=O)n3C)n2C1 (stereo not drawn) | -21 | 1 | 6 | 11 | -0.1 | -9 | -2 | -20 | -17
Cc1onc(C(=O)NCc2cccs2)c1[N+](=O)[O-] | -2 | -9 | 7 | 10 | 0.0 | -6 | 2 | 1 | -9
COc1ccccc1-c1cnn2c(NC3CCCC3)cc(C)nc12 | -13 | -25 | 4 | 6 | 1.7 | -6 | -2 | -36 | -9
O=C(CSc1nnc(-c2ccncc2)n1CC1CCCO1)Nc1nccs1 (stereo not drawn) | 5 | 1 | 0 | 4 | -0.2 | -1 | 4 | 2 | -8
S=c1[nH]nc2ccccn12 | 1 | -5 | 12 | 12 | -0.1 | 1 | 0 | · | -16
O=C(COC(=O)c1cc(Cl)ccc1O)c1ccc2c(c1)OCO2 | 11 | -1 | 3 | 6 | 0.5 | -4 | -1 | -4 | 0
Fc1ccc(COc2ccc(Br)cc2CNCC2CCCO2)cc1 (stereo not drawn) | -7 | -1 | -4 | 10 | 1.6 | -7 | 8 | -18 | 8
CCOc1ccc(CNC(=O)C2CCN(S(=O)(=O)N3CCCC3)CC2)cc1OC | 7 | -13 | 9 | 11 | 0.4 | 1 | 6 | -13 | -3
O=C(CCn1c(=O)c2sccc2n(Cc2cc(=O)n3ccccc3n2)c1=O)NCc1ccco1 | 6 | -10 | 1 | 13 | 0.3 | -4 | 8 | -7 | -4
Cc1cc(Cl)ccc1NC(=O)CSc1nnc(Cc2cccs2)n1Cc1ccco1 | 9 | 0 | -3 | 13 | 0.9 | 1 | 2 | -19 | 1
Cn1c(=O)[nH]c2nc[nH]c2c1=O | -22 | -2 | 4 | 7 | 1.0 | -2 | 1 | -8 | -21
COc1ccc(-c2nc(CS(=O)(=O)CC(=O)NCCCN3CCN(C)CC3)c(C)o2)cc1 | -17 | -12 | 4 | -10 | -0.2 | -3 | 0 | -13 | -1
N#CC(c1nc2ccccc2nc1N1CCCC1)S(=O)(=O)c1ccccc1 (stereo not drawn) | 22 | -6 | 1 | -4 | 0.9 | -2 | 9 | -17 | 11
Cc1ccc(/C=N/NC(=O)Cc2cccn2C)s1 | 1 | -8 | 0 | -2 | -0.4 | -4 | 5 | -8 | -7
Cc1ccc(-c2[nH]ncc2C(=O)c2ccccc2C)c(O)c1 | -7 | -12 | 8 | 4 | 1.8 | -7 | 1 | -5 | -8
CCN(C(=O)c1ccco1)c1nnc(-c2cccnc2)s1 | -9 | -18 | 7 | 5 | 0.2 | -3 | 5 | -2 | -7
COc1ccc(CCC(=O)OCC(=O)Nc2ccc3[nH]c(=O)[nH]c3c2)cc1 | -3 | 10 | 0 | -11 | 0.4 | -2 | 5 | 9 | 4
CCN(Cc1ccccc1)C(=O)/C=C/c1ccccc1[N+](=O)[O-] | -8 | -2 | 1 | 11 | 0.1 | -9 | 3 | · | -5
COc1ccc(NC(=O)c2cc(Br)ccc2Cl)c(OC)c1 | -8 | -17 | 6 | 16 | 0.0 | -6 | 16 | -12 | -16
Cc1ccc(S(=O)(=O)Nc2ccc(S(=O)(=O)Nc3nccs3)cc2)c([N+](=O)[O-])c1 | 2 | -1 | 1 | 2 | 1.6 | -1 | 8 | -5 | -5
